# eIF2B yeast act: eIF2B (yeast) activity modulation | S. cerevisiae eIF2B-epsilon R284H, GCN4-lacZ luminescence | inhibition, % at 25 µM (by protocol) | 27,000 tested, 0.91% active | AID 688;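 active = mutant luminescence inhibited past about 50% while wild type luminescence and mutant growth stay under set limits, limit read from the data; inconclusive = mutant versus wild type luminescence inhibition gap past a set limit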; also: some compounds called inactive have numbers as strong as hits
#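 material = yeast eIF2B-epsilon R284H mutant carrying GCN4–beta-galactosidase fusion | schedule = 16 h growth with compound at 30 °C, 90 min Beta-Glo step | measured by = luminescence and A595 | compound dosing = one concentration, 25 µM, 0.25% DMSO | read-out basis = % inhibition of reporter signal and growth versus controls | buffer or medium = YPD medium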
# Yeast tox: Compounds toxic to wild-type S. cerevisiae growth; 30,000 tested, 0.3% active; growth inhibition, % at 25 µM (by protocol); A595 turbidity, 16 h;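 active = mutant and wild-type yeast strains alike exhibit over 30% growth inhibition; inconclusive = a strain exceeds 50% while the second remains under 30%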;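 also: 0% = untreated cell controls and 100% = YPD media blanks without cells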
#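 System: S. cerevisiae wild-type or eIF2Bepsilon-R284H mutant strain; times: 16 h growth with compound, 30 °C; signal: absorbance at 595 nm (turbidity); measure: growth inhibition (%) versus cell controls and blanks; compound: 25 µM single dose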
# Yeast tox inhibition %: recorded beside Yeast tox, whose call it bears; growth inhibition, %; S. cerevisiae eIF2Bepsilon-R284H mutant growth, A595 turbidity, 16 h;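 each compound tested once at 25 µM; 0% equals untreated cells and 100% equals cell-free medium blanks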
# eIF2B yeast act mutant toxicity: recorded beside eIF2B yeast act, whose call it bears; growth inhibition, %; measured here: mutant yeast growth, toxicity;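 each compound tested once at 25 µM; zero equals untreated control growth and 100 equals blank medium absorbance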
# * marks the source's active call; other numbers are inactive results; ? = inconclusive; nt = no result given. Some of the compounds tested, so the mix of outcomes need not match the whole.
# Below each compound – eIF2B yeast act, eIF2B yeast act mutant toxicity, Yeast tox, Yeast tox inhibition %
O=C(c1cnccn1)N1CCN(S(=O)(=O)c2ccc3ccccc3c2)CC1
→ 27, nt, -10, 0
COc1ccc(NC(=O)CSc2nnc(CNC(=O)c3ccco3)n2-c2ccccc2OC)cc1
→ 25, -25, -3, -25
CCOC(=O)N1CCC2(CC1)C(C#N)=C(N)OC1=C2C(=O)CC(C)(C)C1
→ nt, nt, 6, 15
O=C(CSc1nnc(-c2ccc(S(=O)(=O)N3CCCC3)cc2)o1)NCc1ccccc1
→ 9, 5, -17, 5
Cc1sc2nc(CN3CCOCC3)nc(N3CCOCC3)c2c1C
→ 16, 15, 9, 15
COc1ccc(C(=S)N2CCNCC2)cc1
→ 18, 8, 27, 8
COc1cc2c(cc1O)CCN(C(=O)c1ccco1)C2C (configuration not stated)
→ 23, 19, 3, 19
COc1ccc(C2=NO[C@@H]3C(=O)N(c4ccc(C)cc4C)C(=O)[C@H]23)cc1OC
→ -16, 7, 1, 7
Nc1nnc(SCCN2C(=O)c3ccccc3S2(=O)=O)s1
→ nt, nt, 13, -26
CC(C)(C)NC(=O)Nc1ccc2nccnc2c1
→ 25, 7, 16, 7
O=C(Cn1cc(C(=O)C2CC2)c2ccccc21)NCc1ccc2c(c1)OCO2
→ 12, 18, -42, 18
Cc1ccc(-c2nc3ncccn3c2Nc2ccc3c(c2)OCCO3)cc1
→ nt, nt, 7, 9
CCOC(=O)C1CCN(S(=O)(=O)c2ccc(C)cc2)CC1
→ 10, 2, 6, 2
O=C1CC(c2ccc3c(c2)OCO3)Sc2nc3ccccc3n21 (configuration not stated)
→ 7, 10, -11, 10
CCOc1ccc2c(c1)n([O-])c1c([n+]2=O)CCCC1
→ 27, 8, -1, 8
COc1ccc(CCn2c(C)cc(C(=O)CSc3nc(N)cc(=O)[nH]3)c2C)cc1
→ 10, -14, 1, -14
O=C1CSC(c2cccs2)N1c1ccccc1 (configuration not stated)
→ 49, -8, -9, -8
O=C(CSc1nnc(-c2ccncc2)n1Cc1ccco1)Nc1ccccc1Cl
→ 2, 5, -3, 5
C=CCc1ccc(OCCOCCN(C)C)c(OC)c1
→ nt, nt, 13, 12
COc1ccc(N(C)C(=O)CCC(=O)Nc2ccc3nc(N4CCOCC4)cc(C)c3c2)c(OC)c1
→ -23, nt, -15, 0
O=C(Oc1ccccc1)c1ccc(COC(=O)c2cnccn2)cc1
→ 12, 17, -4, 17
Cc1c(NC(C)c2ccccc2O)c(=O)n(-c2ccccc2)n1C (configuration not stated)
→ nt, nt, 8, 18
CCCCOC(=O)Cn1c2ccc(OC)cc2c2nc3ccccc3nc21
→ 7, -29, 5, -29
O=C1c2[nH]nc(-c3ccccc3O)c2C(c2cccc(Cl)c2)N1Cc1ccco1 (configuration not stated)
→ 20, 6, 17, 6
O=C(Oc1ccc(-c2cnc3ccccc3n2)cc1)c1ccc(Br)o1
→ nt, nt, -4, 33
CCOC(=O)c1oc2ccccc2c1NC(=O)COc1cccc(OC)c1
→ 30, -13, -30, -13
CC(=NC(C)C)C1=C(O)CCC1=O
→ 10, -11, -1, -11
Cc1cc(=O)oc(C)c1C(=O)NCc1c(F)cc(F)cc1F
→ 16, 16, 3, 16
CC(C)Cc1ccc(C(C)C(=O)OCC(=O)c2c[nH]c3ccccc23)cc1 (configuration not stated)
→ 8, 14, 25, 14
Cn1c(=O)c2c([nH]c(=O)n2C)n(C)c1=O
→ -32, nt, nt, nt
COc1ccc(S(=O)(=O)NCCc2csc(C)n2)cc1C
→ -41, nt, 3, 0
O=C(NCCOc1ccccc1)c1cc2ccccc2o1
→ 1, 16, 1, 16
O=C(NCc1ccncc1)C1COc2ccccc2O1 (configuration not stated)
→ 17, -14, 7, -14
COc1ccc(C(CNC(=O)c2cccnc2SC)N2CCOCC2)cc1 (configuration not stated)
→ 14, 26, 2, 26
CCC(=O)c1cc2c(cc1NC(=O)C(C)C)OCCO2
→ 26, 5, 16, 5
O=C(Nc1nnc(C(F)(F)F)s1)c1ccc(N2C(=O)C3C4C=CC(C4)C3C2=O)cc1 (configuration not stated)
→ 24, 18, 10, 18
COc1cc(Cl)cc(NC(=O)CCN2CCN(C)CC2)c1
→ 15, 4, 6, 4
Cc1ccc2cc(C#N)c(N3CCCN(S(=O)(=O)c4ccccc4)CC3)nc2c1C
→ 48, 42, 23, 42
CN(Cc1nc2ccccc2c(=O)[nH]1)CC(O)COCc1ccco1 (configuration not stated)
→ 18, 21, 33, 21
O=C(Nc1cccc2nsnc12)c1ccc(F)cc1
→ 28, 12, 0, 12
NC(=O)C1C(c2ccccc2)=C1c1ccccc1
→ -13, -11, -14, -11
COCCNC(=O)c1ccc(N(C)S(=O)(=O)c2ccc(OC)c(OC)c2)cc1
→ 34, -12, -2, -12
CCOc1ccc(N(CC(=O)NCCCOC)S(C)(=O)=O)cc1
→ 10, -4, -7, -4
Cn1c(=O)[nH]c(=O)c2c1nc(CN1CCN(c3ccc(F)cc3)CC1)n2CCCc1ccccc1
→ 12, -37, -23, -37
CC(CC1C(C#N)=C(N)SC(N)=C1C#N)c1ccccc1 (configuration not stated)
→ 45, -4, -13, -4
O=C(Nc1ccc(NC(=O)C2CC2)nc1)c1ccccn1
→ 30, 21, 20, 21
CCOc1ccc(C2C3=C(CCCC3=O)Nc3nc(C(F)(F)F)nn32)cc1OC (configuration not stated)
→ -3, -3, 4, -3
CCC(=O)N1CCCc2cc(S(=O)(=O)N3CCN(c4ccccn4)CC3)ccc21
→ -27, nt, 8, 0
Cc1cc(C)n(-c2c(F)c(F)c(CN3CCCCC3)c(F)c2F)n1
→ 0, nt, 7, 0
Cc1cc(NCCO)nc(N2CCOCC2)n1
→ -6, -7, -11, -7
COCCN(CC(=O)NCC1CCCO1)C(=O)CCC(=O)Nc1cc(C)ccn1 (configuration not stated)
→ -3, 4, 14, 4
Cc1cc(C(F)F)n2nc(C(=O)Nc3cccc(C(F)(F)F)c3)nc2n1
→ -10, -8, 16, -8
CCOC(=O)C(CSCC(=O)c1ccc(Br)cc1)NC(=O)OC(C)(C)C (configuration not stated)
→ 21, 12, 10, 12
CC1CCN(c2nc3c(c(=O)[nH]c(=O)n3C)n2CCSc2nc3ccccc3o2)CC1
→ -20, -5, -24, -5
O=C(CCS(=O)(=O)Cc1ccccc1)N1CCc2ccccc2C1
→ nt, nt, 12, 7
CCc1nc(NCCCCCO)c2nnn(Cc3ccccc3F)c2n1
→ nt, nt, 33, 1
Cc1ccc(CCN2CC(C(=O)NC3CCCC3)CC2=O)cc1 (configuration not stated)
→ 19, 2, 1, 2
Cc1nn(Cc2ccc(C(=O)n3cccn3)o2)c(C)c1Br
→ 4, -21, -45, -21
c1cc(CNc2ccc(N3CCOCC3)cc2)ccn1
→ 16, 7, 14, 7
O=C1NCCCCC1NC1CC(=O)N(c2ccccc2)C1=O (configuration not stated)
→ 2, nt, nt, nt

# (more compounds)
# Below each compound – eIF2B yeast act, eIF2B yeast act mutant toxicity, Yeast tox, Yeast tox inhibition %
CCOC(=O)/C=c1\s/c(=C(\C#N)C(=O)OCC)n(-c2ccccc2)c1=O
→ 23, -18, 9, -18
O=C(NCC1CCC(C(=O)O)CC1)c1cccnc1 (configuration not stated)
→ -20, 7, 8, 7
CC(=O)Nc1nc(C)c(S(N)(=O)=O)s1
→ 6, 13, 7, 13
Cc1cc(=O)oc(C)c1C(=O)NCC(C)NC(=O)c1c(C)cc(=O)oc1C (configuration not stated)
→ 22, -4, 14, -4
Cn1c(SCc2nc3ccccc3[nH]2)nnc1-c1cccnc1
→ 15, -10, 5, -10
CN(C)c1nc(N)nc(Cn2ccnc2)n1
→ -12, nt, -15, 0
CC1CCCCN1CC(=O)Nc1ccc(Oc2ccccc2)cc1 (configuration not stated)
→ 16, -3, 12, -3
O=C(Nc1nc(COc2ccccc2)cs1)C12CC3CC(CC(C3)C1)C2
→ nt, nt, 7, 7
CCOC(=O)c1c(N)sc(C(N)=O)c1C
→ 13, -5, 1, -5
Cc1nnc(SCC(=O)N2CCC(c3noc4ccc(F)cc34)CC2)s1
→ -10, -15, 11, -15
Cc1cc(Cl)c(S(=O)(=O)NC(C(=O)O)c2ccccc2)cc1OCC(N)=O (configuration not stated)
→ 1, -9, 3, -9
CCSc1nnc(Nc2ccc(C)cc2)s1
→ 15, -5, 6, -5
CCn1c(N2CCN(CC(=O)c3c[nH]c4ccccc34)CC2)nc2c1c(=O)[nH]c(=O)n2C
→ 4, -7, 2, -7
Cc1cccc2sc(NC(=O)CSCc3ccccc3)nc12
→ nt, nt, 17, 8
CCOCN(C(=O)Cn1c(C(C)O)nc2ccccc21)c1c(C)cccc1CC (configuration not stated)
→ 20, -8, 10, -8
Cc1noc(C)c1CSc1ncnc2ccccc12
→ -20, 4, 2, 4
COCCCNC(=O)CCC(=O)Nc1ccc2nc(N3CCOCC3)cc(C)c2c1
→ 1, nt, 6, 0
CCCCCCC(=O)N(O)C1CC(=O)N(c2ccc(Br)cc2)C1=O (configuration not stated)
→ 73, 96, ?, nt
Cc1ccc(NC2CC(=O)N(Cc3ccccc3)C2=O)cc1 (configuration not stated)
→ nt, nt, 28, 16
O=C(CN1CCN(C(=O)c2ccccc2)CC1)Nc1ccc(Br)cn1
→ 0, 3, 10, 3
Cc1sc2nc(SCc3ccccc3)n(Cc3ccco3)c(=O)c2c1C
→ 9, -5, -26, -5
NC(=O)c1ccsc1NC(=O)CN1C(=O)C2CC=CCC2C1=O (configuration not stated)
→ 24, -14, 0, -14
Cc1cccc(C)c1NC(=O)CCCSc1nnc(-c2ccco2)n1-c1ccccc1
→ -14, 12, -15, 12
CCOC(=O)C1CCN(c2nc(C)nc3c2oc2ccccc23)CC1
→ 17, -12, 9, -12

# Already shown: an excerpt of the list.
# Below each compound – eIF2B yeast act, eIF2B yeast act mutant toxicity, Yeast tox, Yeast tox inhibition %
COc1ccc(C(=S)N2CCNCC2)cc1
→ 18, 8, 27, 8
COc1cc2c(cc1O)CCN(C(=O)c1ccco1)C2C (configuration not stated)
→ 23, 19, 3, 19
COc1ccc(C2=NO[C@@H]3C(=O)N(c4ccc(C)cc4C)C(=O)[C@H]23)cc1OC
→ -16, 7, 1, 7
Nc1nnc(SCCN2C(=O)c3ccccc3S2(=O)=O)s1
→ nt, nt, 13, -26
CC(C)(C)NC(=O)Nc1ccc2nccnc2c1
→ 25, 7, 16, 7
O=C(Cn1cc(C(=O)C2CC2)c2ccccc21)NCc1ccc2c(c1)OCO2
→ 12, 18, -42, 18
Cc1ccc(-c2nc3ncccn3c2Nc2ccc3c(c2)OCCO3)cc1
→ nt, nt, 7, 9
CCOC(=O)C1CCN(S(=O)(=O)c2ccc(C)cc2)CC1
→ 10, 2, 6, 2
O=C1CC(c2ccc3c(c2)OCO3)Sc2nc3ccccc3n21 (configuration not stated)
→ 7, 10, -11, 10
CCOc1ccc2c(c1)n([O-])c1c([n+]2=O)CCCC1
→ 27, 8, -1, 8
COc1ccc(CCn2c(C)cc(C(=O)CSc3nc(N)cc(=O)[nH]3)c2C)cc1
→ 10, -14, 1, -14
O=C1CSC(c2cccs2)N1c1ccccc1 (configuration not stated)
→ 49, -8, -9, -8
O=C(CSc1nnc(-c2ccncc2)n1Cc1ccco1)Nc1ccccc1Cl
→ 2, 5, -3, 5
C=CCc1ccc(OCCOCCN(C)C)c(OC)c1
→ nt, nt, 13, 12
COc1ccc(N(C)C(=O)CCC(=O)Nc2ccc3nc(N4CCOCC4)cc(C)c3c2)c(OC)c1
→ -23, nt, -15, 0
O=C(Oc1ccccc1)c1ccc(COC(=O)c2cnccn2)cc1
→ 12, 17, -4, 17
Cc1c(NC(C)c2ccccc2O)c(=O)n(-c2ccccc2)n1C (configuration not stated)
→ nt, nt, 8, 18
CCCCOC(=O)Cn1c2ccc(OC)cc2c2nc3ccccc3nc21
→ 7, -29, 5, -29
